A549 viability – counter-screen for Nrf2 inhibitors: cytotoxicity in A549 cells | A549 ARE-Fluc cells, CellTiter-Fluor viability, 18-24 h | actives 0.16% (n = 390,000) | Potency, µM (titrated, usually from 46 µM), without a hit: top-dose activity change, negative = cytotoxicity, hits mostly inhibitors; note: potency is the fitted concentration of half-maximal effect; % is set by controls: 0 for no effect and ±100 for the full control effect
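A549 ARE_Fluc cells in 5% FBS OPTI-MEM were exposed to compounds in concentration-response for 18-24 h at 37 deg C. Viability was read by CellTiter-Fluor fluorescence (Ex 405/Em 525) after 30 min, before the luciferase read.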
CCT modulator – cytosolic chaperonin activity modulation | actives 0.3% (n = 360,000) | activity change, % (test concentration not listed), hits read low | purified chaperonin ATPase assay, HTRF ADP detection, 30 min; in the data active = activity change below about -30%; note: % is set by controls: 0 for no effect and ±100 for the full control effect
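TRiC (40 or 20 nM final, by batch activity) in 30 mM Tris pH 7.4, 100 mM KCl, 5 mM MgCl2, 1 mM DTT was treated with compound at 76 uM single dose, then 10 uM ATP, 30 min at 37 °C. ADP was read by HTRF Transcreener.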
pAkt inh – blocks phosphorylation of Akt; Neuro2A IGF-stimulated pAkt S473 HTRF, 20 min; active compounds read low; activity change, % for hits at 50 µM; actives 0.32% (n = 360,000); AID 651550; in the data active = activity change below about -80%; inconclusive = mostly about -51% to -80%; note: % is set by controls: 0 for no effect and ±100 for the full control effect
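Neuro2A cells in DMEM with 0.5% FBS, overnight at 37 deg C, given compound at single 50 µM final, then IGF (6 nM final) for 20 min at 37 deg C. Lysed; phospho-Akt Ser473 by HTRF after 24 h, 665/615 ratio.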
Nrf2 activator – activators of Nrf2 (ARE) signaling. AREc32 ARE-luciferase reporter (MCF7-derived line), luminescence, 24 h. Potency, µM (top dose mostly 46.1 µM), for inactives: at the highest dose activation, hits mostly activators. actives 0.31% (n = 410,000); note: potency is the fitted concentration of half-maximal effect; % of control where 0% means no effect; nearly all actives have a fitted effect of over 65% in size
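Steps: seed AREc32_Fluc cells (1000/well, 5% FBS OPTI-MEM); incubate overnight at 37 deg C; add 23 nL compound; incubate 24 hr; add Steady-Glo; hold 30 min RT; read luminescence.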
Mm-Cpn inhibitor – blocks the Methanococcus maripaludis chaperonin Mm-Cpn | AID 504842 | actives 0.031% (n = 330,000) | Potency, µM (doses to about 76.9 µM), for inactives: top-dose activity, negative = inhibition, hits mostly inhibitors | purified Mm-Cpn ATPase, ADP Transcreener TR-FRET; note: potency is the fitted concentration of half-maximal effect; % is set by controls: 0 for no effect and ±100 for the full control effect; nearly all actives have a fitted effect of over 80% in size
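ATPase turnover read by TR-FRET ADP competition (Eu cryptate antibody/ADP-d2, 665/590 nm): 10uM ATP final, 25nM Mm-CPN final, 30 min 37degC after 10-min compound preincubation, pH 7.4 Tris/KCl/MgCl2/DTT buffer.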
Nrf2 inh – blocks Nrf2 signaling; A549 ARE-Fluc reporter, luciferase luminescence, 18-24 h; Potency, µM (top dose mostly 46 µM), for inactives: at the top dose activity change, negative = inhibition, usual class: inhibitors; actives 2.1% (n = 360,000); note: potency is the fitted concentration of half-maximal effect; % is set by controls: 0 for no effect and ±100 for the full control effect; nearly all actives have a fitted effect of over 60% in size
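A549 ARE_Fluc cells (5000/well, 5% FBS OPTI-MEM) pre-incubated 2 h, then treated with compounds 18-24 h at 37C/5% CO2 in concentration-response. CellTiter-Fluor viability read first; BugLite luciferase luminescence after 15 min at room temperature gives Nrf2 activity.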
EPAC2 agonist – EPAC2 (human) agonism; actives 0.079% (n = 360,000); Potency, µM (series often up to 154 µM), for the others: top-dose activation, usual class: activators; EPAC2 activation, biochemical qHTS; response scale: 100% = 6.5 mM cAMP response; note: potency is the fitted concentration of half-maximal effect; nearly all actives have a fitted effect of over 50% in size
Target sequence (Q8WZA2 whole entry, looked up): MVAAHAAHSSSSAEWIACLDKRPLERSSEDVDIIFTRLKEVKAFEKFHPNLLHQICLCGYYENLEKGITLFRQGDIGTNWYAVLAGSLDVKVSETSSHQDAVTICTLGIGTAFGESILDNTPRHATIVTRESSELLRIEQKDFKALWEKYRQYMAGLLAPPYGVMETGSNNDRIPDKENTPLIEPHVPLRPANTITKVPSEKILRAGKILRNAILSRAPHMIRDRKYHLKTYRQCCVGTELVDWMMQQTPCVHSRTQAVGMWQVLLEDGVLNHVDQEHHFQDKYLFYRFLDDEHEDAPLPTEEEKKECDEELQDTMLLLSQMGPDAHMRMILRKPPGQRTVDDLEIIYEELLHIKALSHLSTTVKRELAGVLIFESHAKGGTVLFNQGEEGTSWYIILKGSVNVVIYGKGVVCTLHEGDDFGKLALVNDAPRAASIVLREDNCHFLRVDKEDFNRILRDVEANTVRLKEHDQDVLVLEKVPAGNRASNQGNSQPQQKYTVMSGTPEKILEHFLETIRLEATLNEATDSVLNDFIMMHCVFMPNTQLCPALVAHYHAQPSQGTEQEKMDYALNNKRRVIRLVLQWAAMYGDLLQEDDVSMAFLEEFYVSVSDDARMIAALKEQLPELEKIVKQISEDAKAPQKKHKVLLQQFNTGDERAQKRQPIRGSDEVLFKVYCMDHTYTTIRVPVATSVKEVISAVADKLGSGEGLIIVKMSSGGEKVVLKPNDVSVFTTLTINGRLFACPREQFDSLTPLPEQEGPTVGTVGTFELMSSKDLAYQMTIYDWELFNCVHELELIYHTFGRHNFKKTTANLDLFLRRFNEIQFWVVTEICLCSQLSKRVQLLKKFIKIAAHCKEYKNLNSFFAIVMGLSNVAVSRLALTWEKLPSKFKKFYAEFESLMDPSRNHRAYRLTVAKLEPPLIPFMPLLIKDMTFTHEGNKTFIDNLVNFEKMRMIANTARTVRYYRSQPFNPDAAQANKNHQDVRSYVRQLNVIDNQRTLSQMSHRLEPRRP
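Readout is BODIPY fluorescence (480 nm excitation, 540 nm emission), which falls as labeled GDP is exchanged off Rap1B. EPAC2 at 100 nM acted on 250 nM RAP1B-BODIPY-GDP with 50 uM GDP present.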
TGFb inhibitor – TGF-b pathway inhibition | AID 588855 | actives 1.2% (n = 410,000) | Potency, µM (highest dose often 46.1 µM), for inactives: top-dose activity, negative = inhibition, most hits filed as inhibitors | HepG2 CAGA-GFP TGF-b/SMAD3 reporter, GFP fluorescence, 18 h; TGF-beta stimulated, 500 pg/mL final; note: potency is the fitted concentration of half-maximal effect; % is set by controls: 0 for no effect and ±100 for the full control effect; nearly all actives have a fitted effect of over 65% in size
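Cell-based qHTS in HEPG2 carrying a CAGA-GFP Smad reporter; compounds added before 500 pg/mL final TGF-beta, 18 h incubation at 37 degrees C, GFP fluorescence quantified per cell by imaging cytometry.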
EPAC2 antagonist – antagonists of human EPAC2 | Q8WZA2 | EPAC2 GEF exchange of Rap1B-BODIPY-GDP, fluorescence | Potency, µM (highest dose often 114 µM), for inactives: at the top dose activity, negative = inhibition, actives largely listed as inhibitors | actives 0.18% (n = 360,000) | AID 720708; note: potency is the fitted concentration of half-maximal effect; % is set by controls: 0 for no effect and ±100 for the full control effect; nearly all actives have a fitted effect of over 45% in size; many of its hits are not listed in these tables
* hit, by the source's call; i = inactive; u = inconclusive; x = no result given; [ ] = remark or other dose. Unless noted, calls come from the whole dose curve; as a rule, active = well fitted curve in the direction sought with a large enough effect; inconclusive = small, poorly fitted or top-dose-only effect, or another doubt; inactive = no such curve, though single readings can be large; an effect the other way counts as inactive or inconclusive.

SMILES	A549 viability	CCT modulator	pAkt inh	Nrf2 activator	Mm-Cpn inhibitor	Nrf2 inh	EPAC2 agonist	TGFb inhibitor	EPAC2 antagonist
C[C@@H](C(=O)NCc1ccccc1)[C@@H]1C[C@@]1(C)[C@@H](NC(=O)OCc1ccccc1)c1ccccc1	-1%	-0.4	i	2.9%	-2%	-8%	3%	0%	22%
COc1ccc(/C=C2\CCC/C(=C\C=N\N(C)C)C2=O)cc1	-14%	-1.2	i	14µM*	-1%	-26%	13%	0%	-25%
O=C(COC(=O)CNC(=O)c1ccc([N+](=O)[O-])o1)Nc1ncc(Cl)cc1Cl	-20%	-1.9	i	u	-1%	-8%	-1%	u	2%
CSc1ncnc2c1ncn2CCCN1CCN(Cc2cccc3ccccc23)CC1	x	-0.6	i	6.4%	x	x	9%	-16%	3%
CCCN1C(=O)CC(=O)N=C1SCC(=O)Nc1ccccc1F	-2%	0.0	i	0.4%	-8%	8%	-3%	-1%	-7%
CCOc1ccc([C@@H]2CC=C(C(=O)O)[C@H](c3ccc(Cl)cc3)N2S(=O)(=O)c2ccc(C)cc2)cc1	-7%	-0.7	i	-0.1%	-27%	u	5%	-22%	-1%
CC(C)C(N)c1csc(NC(=O)Nc2cccc(C(F)(F)F)c2)n1 (stereo not given)	x	-1.7	i	-2.7%	x	x	2%	u	16%
CO/N=C1\CCn2c1c(C)c1ccccc12	8%	-2.5	i	0.1%	1%	16%	4%	-5%	-22%
Cc1ccc(S(=O)(=O)NCC(=O)OCC(=O)NCc2ccc(F)cc2)cc1	2%	-0.1	i	-0.7%[9.22 µM]	-1%	10%	0%	-2%	22%
O=C(/C=C/c1cccc(F)c1)c1ccc(N2CCOCC2)cc1	-6%	-0.5	i	u	0%	10%	14%	13µM*	0%
COc1ccccc1CNC(=O)C(=O)NCCC1CCCCN1S(=O)(=O)c1cccs1 (stereo not given)	-7%	0.7	i	2.4%	5%	u	-2%	10%	-15%
Cc1cc(C)c2c(c1)cc(C)c1nnc(SCC(=O)Nc3cc(C)on3)n12	-7%	-4.6	i	-0.4%	-2%	u	3%	-6%	0%
COc1ccc(/C=C(\C#N)C(=O)NCCCn2ccnc2)cc1	-2%	-7.3	i	0.9%	2%	2%	-4%	-6%	5%
COc1cccc(C(=O)NN2CC(O)=C(c3nc(C)cs3)C2=N)c1	1%	-1.5	i	0.2%	-2%	0%	-5%	u	-2%
O=C1c2cccc3cc(Br)cc(c23)C(=O)N1Nc1ccc(Br)cc1	0%	1.9	i	7.2%[9.22 µM]	0%	-10%	27%	8%	11%
CCn1c(SCC(=O)Nc2cc(C)on2)nnc1-c1ccco1	-4%	0.9	i	-0.3%	0%	7%	6%	23%	17%
O=C(Nc1ccc(Cl)c(S(=O)(=O)N2CCOCC2)c1)C1=NN(c2ccccc2)C(=O)CC1	-1%	-12	i	0.0%	-3%	0%	8%	0%	-2%
O=c1c2c(nc3cc(-c4cccc(Cl)c4)[nH]n13)CCC2	-4%	0.5	i	2.7%	-2%	9%	8%	-15%	-1%
Cc1ccc(NP(=O)(c2ccc(N(C)C)cc2NC(=O)c2cccs2)N2CCOCC2)cc1 (stereo not given)	-15%	-1.1	i	8.5%	-12%	5%	10%	-9%	-13%
CC(=O)CC(C)(C)NC(C)=S	-7%	-1.0	i	-0.3%	-2%	3%	9%	-1%	6%
Cn1c(C(=O)N2CCCC(C(=O)NCc3ccccc3)C2)cc2sccc21 (stereo not given)	-2%	0.5	i	0.2%	-4%	4%	5%	-22%	0%
CCN(c1ccccc1)S(=O)(=O)c1cccc(C(=O)NCc2cccnc2)c1	-8%	0.3	i	-0.2%	-1%	-48%	-10%	-4%	-3%
Cc1ccc(/C=N/NC(=O)c2nnn(-c3nonc3N)c2-c2ccc3c(c2)OCO3)s1	-9%	-1.3	i	-0.6%	-3%	u	12%	-2%	1%
Cc1ccc(S(=O)(=O)n2nccc2-c2c(-c3ccccc3)noc2C)cc1	-2%	-2.0	i	0.4%	-3%	18µM*	18%	u	u
COc1ccccc1NC(=O)c1sc2nc(C)c(C(=O)Nc3ccc(C)cc3C)c(-c3ccc(C)o3)c2c1N	-1%	x	x	-0.7%	x	8%	x	0%	x

Entries of single compounds, looked up by structure.
Profile of `Cc1ccc(S(=O)(=O)n2nccc2-c2c(-c3ccccc3)noc2C)cc1` = A549 viability = -2%; CCT modulator = -2.0; pAkt inh = i; Nrf2 activator = 0.4%; Mm-Cpn inhibitor = -3%; Nrf2 inh = 18µM*; EPAC2 agonist = 18%; TGFb inhibitor = u; EPAC2 antagonist = u
Profile of `Cc1ccc(NP(=O)(c2ccc(N(C)C)cc2NC(=O)c2cccs2)N2CCOCC2)cc1` (stereo not given) = A549 viability = -15%; CCT modulator = -1.1; pAkt inh = i; Nrf2 activator = 8.5%; Mm-Cpn inhibitor = -12%; Nrf2 inh = 5%; EPAC2 agonist = 10%; TGFb inhibitor = -9%; EPAC2 antagonist = -13%
Profile of `COc1ccc(/C=C2\CCC/C(=C\C=N\N(C)C)C2=O)cc1` = A549 viability = -14%; CCT modulator = -1.2; pAkt inh = i; Nrf2 activator = 14µM*; Mm-Cpn inhibitor = -1%; Nrf2 inh = -26%; EPAC2 agonist = 13%; TGFb inhibitor = 0%; EPAC2 antagonist = -25%

Three entries out of the list above, sorted by the number in EPAC2 agonist, ascending:
| smiles | EPAC2 agonist |
| --- | --- |
| COc1ccc(/C=C(\C#N)C(=O)NCCCn2ccnc2)cc1 | -4% |
| CC(C)C(N)c1csc(NC(=O)Nc2cccc(C(F)(F)F)c2)n1 (stereo not given) | 2% |
| CC(=O)CC(C)(C)NC(C)=S | 9% |

New compounds follow
SMILES	A549 viability	CCT modulator	pAkt inh	Nrf2 activator	Mm-Cpn inhibitor	Nrf2 inh	EPAC2 agonist	TGFb inhibitor	EPAC2 antagonist
CC(C)c1ccc(N2C(=O)CSC23C(=O)N2CCCc4cccc3c42)cc1 (stereo not given)	4%	-3.5	i	0.0%	2%	x	5%	0%	-2%
Cc1ccc(S(=O)(=O)Oc2ccccc2N2C(=O)C3CC=CCC3C2=O)cc1 (stereo not given)	0%	-2.1	i	0.3%	0%	u	4%	16%	-2%
CCCCCCC1CC(/C(C)=N\NC(N)=O)OC1=O (stereo not given)	1%	0.1	i	-0.4%	u	-10%	12%	-6%	2%
CC1(C)C2CC=C(/C=N/NC(=O)C3CC3)C1C2 (stereo not given)	-3%	0.1	i	0.1%	-2%	10%	3%	-14%	6%
CC(=O)Nc1ccc(NC(=O)c2csc([C@@H]3O[C@H](CO)[C@H](O)[C@H](O)[C@H]3O)n2)cc1	x	-0.3	i	0.4%	x	x	0%	-1%	2%
CC(C)(C)C(=O)Nc1nnc(-c2ccncc2)o1	-1%	1.2	i	-0.5%	2%	5%	-3%	0%	11%
CCOC(=O)N1CCC(NC(=O)Cn2cc3c(n2)CCCCC3)CC1	9%	-1.3	i	-0.6%	-2%	0%	11%	-5%	2%
COC(=O)c1sc2nc(C)c([N+](=O)[O-])c(C)c2c1N	6%	3.1	i	u	-1%	-10%	0%	-13%	-29%
CCOc1ccc(-c2cc(-c3nc(-c4cc(OC)c(OC)c(OC)c4)no3)[nH]n2)cc1Cl	16%	x	x	0.0%	x	19%	x	-3%	x
COc1cc(CCC(=O)Nc2cnc3ccccc3c2)cc(OC)c1OC	-2%	-2.3	i	0.1%	0%	u	2%	3%	-9%
CN1C(=O)C(CC(=O)NC2CCCCC2)N(C)C1=O (stereo not given)	0%	-0.9	i	-0.5%	u	2%	9%	15%	2%
Cc1ccc(S(=O)(=O)Nc2cc(C)cc(CCNC=O)c2C)cc1	5%	-1.8	i	0.1%	x	-18%	10%	0%	2%
CC1CCCCN1C(=O)CSc1nnc(Cc2ccccc2)n1C (stereo not given)	-8%	0.8	i	-0.2%	-2%	18%	6%	0%	0%
COc1ccc(S(=O)(=O)N2CCN(C(=O)c3c(C)nn(-c4ccccc4)c3Cl)CC2)cc1	-1%	1.8	i	5.0%	-1%	-5%	1%	-2%	-2%
Cc1ccc(NC(=O)CSc2nc(=O)n(CCCN3CCOCC3)c3c2CCCC3)cc1F	2%	-0.4	i	1.7%	0%	-9%	2%	-12%	-3%

High-throughput results (PubChem BioAssay)

A portion of the library; count on the stated rates, not on these rows.
